# Fibroblast inh: blocks proliferation of human lung fibroblasts | LL 47 human lung fibroblast viability, ATP luminescence; stronger effect = lower value | viability, % at 10 µM | 85,000 tested, 1.1% active | AID 719;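 active = viability at or below 50% in the single dose screen; inactive = viability above 50%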;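 also: compound exposure lasted 72 h before the ATP readout; 100% = median luminescence of untreated cell-only wells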
#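 test system = LL 47 human lung fibroblasts | amount = 1,150 fibroblasts seeded per well | medium = 15% FBS in IMEM | times = overnight cell rest, 72 h compound treatment at 37 °C | measured by = CellTiter-Glo luminescence measuring cellular ATP | read-out = viability percentage against median untreated-cell control | benchmarks = cell-only wells, no compound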
# HUVEC prolif 384: human endothelial cell proliferation inhibition | HUVEC proliferation, CellTiter-Glo luminescence, 72 h; stronger effect = lower value | viability, % at 10 µM (by protocol) | 86,000 tested, 1.1% active | AID 648;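 active = viability at or below 30%; inactive = viability above 30%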;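 also: 100% = median luminescence of DMSO-only cell control wells on each plate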
# ERa coact inh: ER-alpha (human) coactivator binding inhibition | P03372 | TR-FRET ER-alpha LBD / SRC-1 peptide, estradiol-bound | inhibition, % at 25.6 µM | 86,000 tested, 1.7% active; in the data active = inhibition above about 50%;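 also: 0% = receptor plus peptide control and 100% = peptide only without receptor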
# Target sequence (P03372 whole entry, looked up, the tested form may be a part): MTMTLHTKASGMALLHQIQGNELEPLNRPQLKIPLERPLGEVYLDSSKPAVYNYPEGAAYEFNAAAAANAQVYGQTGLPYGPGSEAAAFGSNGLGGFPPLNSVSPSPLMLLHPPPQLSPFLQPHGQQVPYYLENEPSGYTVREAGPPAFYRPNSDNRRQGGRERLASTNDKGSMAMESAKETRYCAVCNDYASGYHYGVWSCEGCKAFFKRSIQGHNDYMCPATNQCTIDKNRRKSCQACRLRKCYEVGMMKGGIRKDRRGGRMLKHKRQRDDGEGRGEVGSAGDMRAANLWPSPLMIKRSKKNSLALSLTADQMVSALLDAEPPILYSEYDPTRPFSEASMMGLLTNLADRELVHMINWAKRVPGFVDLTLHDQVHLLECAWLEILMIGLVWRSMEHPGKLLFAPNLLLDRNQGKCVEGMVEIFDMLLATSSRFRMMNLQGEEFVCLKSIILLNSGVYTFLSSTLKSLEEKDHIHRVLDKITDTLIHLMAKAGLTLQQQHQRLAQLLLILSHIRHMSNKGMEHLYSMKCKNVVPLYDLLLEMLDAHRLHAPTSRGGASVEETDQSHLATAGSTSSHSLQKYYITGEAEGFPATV
# MT1-MMP txn act: MT1-MMP promoter transcription activation. AID 750. activation factor at 10 µM. HT1080 MT1-MMP promoter luciferase reporter, luminescence, overnight; stronger effect = higher value. 86,000 tested, 0.16% active;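 active = activation factor of at least 2 for MT1-MMP transcription at 10 µM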
# ERa coact pot: enhances coactivator binding to human estrogen receptor alpha; 86,000 tested, 1.3% active; coactivator binding (% of control), % at 25.6 µM; TR-FRET ERalpha-LBD/SRC-Cy5 coactivator binding, 2 h; 100 = basal binding, no effect; AID 639; in the data active = activity above about 200%;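 also: binding measured in presence of low estradiol as agonist stimulus; 0% = peptide alone without receptor and 100% = receptor with peptide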
# ERb SRC1 inh: ER-beta (human) coactivator binding inhibition; inhibition, % at 25.6 µM; 86,000 tested, 1.3% active; AID 633; Q92731; TR-FRET ER-beta LBD / SRC1-Cy5 peptide binding; receptor agonist-loaded with 1 µM estradiol;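 active = compounds whose percent inhibition of the receptor-coactivator binding signal exceeds about 50% in the single-dose screen, limit read from the data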;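 also: 0% = receptor plus peptide wells without compound and 100% = peptide-only wells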
# Smad3 FoxH1 inh: Smad3 (human) transcription factor binding inhibition; TR-FRET Smad3/Dy647-FoxH1 peptide binding, europium anti-His; P84022; 88,000 tested, 0.29% active; inhibition, % at 25 µM;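 active = compounds that reduce the energy-transfer binding signal between the protein and its labelled peptide by more than half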;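 also: 0% = Smad3 plus labelled peptide maximal FRET and 100% = peptide-only background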
# Target sequence (P84022 whole entry, looked up): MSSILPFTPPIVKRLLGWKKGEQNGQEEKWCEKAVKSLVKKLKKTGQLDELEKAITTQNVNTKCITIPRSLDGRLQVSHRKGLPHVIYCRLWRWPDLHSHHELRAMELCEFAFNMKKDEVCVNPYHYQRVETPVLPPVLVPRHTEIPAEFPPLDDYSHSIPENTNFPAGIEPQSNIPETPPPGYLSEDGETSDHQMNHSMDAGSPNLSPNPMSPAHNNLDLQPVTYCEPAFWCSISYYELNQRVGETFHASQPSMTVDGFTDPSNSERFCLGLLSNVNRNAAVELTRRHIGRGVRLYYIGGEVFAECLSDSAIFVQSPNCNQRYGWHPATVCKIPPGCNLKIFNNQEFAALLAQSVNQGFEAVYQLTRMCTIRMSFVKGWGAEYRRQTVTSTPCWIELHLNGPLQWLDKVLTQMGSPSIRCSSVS
# Mac1 fbg enh: CD11b/CD18-fibrinogen binding enhancement; P05107+P11215; K562 CD11b/CD18 adhesion to fibrinogen, ATPlite luminescence; activation, % at 10 µM; 93,000 tested, 0.07% active; AID 1499;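 active = 10 µM primary screen giving 50% or more activity, confirmed by 40% or more on retest at that dose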; also: strong numbers were not always called active
# H69AR growth 86K: growth inhibitors of human H69AR lung tumor cells; H69AR lung tumor viability, ATP luminescence, 72 h; stronger effect = lower value; viability, % at 10 µM; 85,000 tested, 6% active;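 active = viability at or below 40%; inactive = viability above 40%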;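 also: multidrug resistant small cell line overexpressing MRP-1 efflux transporter; 100% = mean luminescence of untreated control wells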
# * = called active by the depositor; . = not tested or not shown; [ ] = dose if it differs, or a comment.
SMILES,Fibroblast inh,HUVEC prolif 384,ERa coact inh,MT1-MMP txn act,ERa coact pot,ERb SRC1 inh,Smad3 FoxH1 inh,Mac1 fbg enh,H69AR growth 86K
CCCCn1c(=N)n(CC(O)COc2ccc(C)cc2)c2ccccc21 (centres undefined),72,83,-7,1.2,105,-10[fluorescence artefact?],9,1,7.4*
CC(C)Cn1cc(C(=O)NCCCN2CCCC2=O)c2c3ccccc3n(C)c2c1=O,98,103,-6,1.1,96,-1,6,-1,85
Cn1c(SC2CCCCC2=O)nnc1-c1ccncc1 (centres undefined),94,83,-7,1.2,87,5,0,.,86
Cc1[nH]nc2c1C(c1ccccc1F)CC(=O)N2 (centres undefined),99,105,0,0.9,95[fluorescence artefact?],-3[fluorescence artefact?],1,.,89
O=C(COc1ccccc1)NC(Cc1c[nH]c2ccccc12)C(=O)O (centres undefined),98,94,2,1.3,120,11,4,6,92
CCn1cc(NC(=O)Nc2ccccc2C(=O)OC)c(C(N)=O)n1,107,102,22[fluorescence artefact?],1.1,64[fluorescence artefact?],47,17,13,93
Cc1cnc(C(=O)Nc2ccc3c(c2)CCC3)cn1,.,95,32[fluorescence artefact?],0.6,79[fluorescence artefact?],50,10,-2,68
COc1ccc(OC(C)C(=O)NC2CC(C)(C)NC(C)(C)C2)cc1 (centres undefined),93,94,-10,1.2,100,-4,-3,1,101
COC(=O)c1ccc(-c2ccco2)n1Cc1cc(C)ccc1C,97,85,-1,1.1,103,-3,3,-4,60
O=C(NCCCN1CCOCC1)c1ccc2c(=O)n(CCc3ccccc3)c(=O)[nH]c2c1,95,100,-5,1,103,-14,-7,-5,108
CCOC(=O)C1=C(C)NC(SCC(=O)Nc2cc(C)on2)=C(C#N)C1c1cccs1 (centres undefined),88,73,-2,1.2,99,-13,-11,3,63
Cc1ccc(S(=O)(=O)NC(C)(C)CSc2nncn2C)cc1,99,99,1,1.2,101,-4,16,-4,86
CCn1c(COc2cccc(C)c2)nnc1SCC(=O)N1CCCC1,103,95,-1,1.1,103[fluorescence artefact?],1[fluorescence artefact?],-18,-2,74
CCCN1CCN(C(=O)c2cn(CC(C)C)c(=O)c3cc(OC)c(OC)cc23)CC1,104,99,4,.,104,5,2,-5,82
CCN(CC)CCn1c(=S)[nH]c2ncccc2c1=O,102,99,-5[fluorescence artefact?],1,113,-2,9,-1,101
CC(=O)c1c(C)nc2ccc(Br)cc2c1C(=O)O,96,99,-2,1.1,88,9,7[fluorescence artefact?],4,67
COc1ccccc1CN1CC(C(=O)N2CCN(c3ccc(F)cc3)CC2)CC1=O (centres undefined),98,93,-9,1.2,117,-10,4,2,73
O=C([C@H](Cc1ccccc1)NS(=O)(=O)c1ccc(Cl)cc1)N1CC[C@@]2(O)CCCC[C@H]2C1,102,82,2,1,105,-3,-1,.,46
Cc1ccccc1NS(=O)(=O)c1cc(C(N)=O)ccc1C,97,98,6,1.1,104,1,7,-3,98
Cc1nn(-c2nc3ccccc3n2Cc2ccccc2)c2c1C(=O)CC(C)(C)C2,94,110,-7,1.1,96,-6,-4,5,77
O=C(CN(C(=O)Cn1nnc(-c2cccs2)n1)c1ccc2c(c1)OCCO2)NCc1ccccc1,93,93,-1,1.1,92,-8,-9,-2,90
CCOC(=O)c1cc(-c2ccco2)nc2c1c(C)nn2-c1ccccc1,86,111,11[fluorescence artefact?],1,107,12,4,0,80
CCOC(=O)c1sc(=N)n(-c2ccc(OC)cc2)c1C,88,91,-6,1.3,114,1,-6,-3,80
Cc1ccc(N(CC(O)CN(C)C)S(=O)(=O)c2ccccc2)cc1 (centres undefined),88,91,-14,1.1,108,-2,4,-4,92
COc1cccc(C(=O)CN2CCC(NC(=O)NC3CCCCC3)CC2)c1,98,96,-4,1.2,116,-5,5,1,97
CC1CC(C)CN(C(=O)CN2CCN(Cc3ccc(Cl)cc3)C2=O)C1 (centres undefined),90,108,0,1,106,-2,5,-2,92
O=C(CN1C(=O)c2ccccc2C1=O)Nc1ccc2c(c1)OCO2,101,90,26,1.2,90[fluorescence artefact?],25,5,7,91
O=C(Cn1ccc2ccccc2c1=O)NCCC(=O)NC1CCN(Cc2ccccc2)CC1,101,108,-4,1.1,104,-15,7,0,88
N#Cc1ccccc1Cn1c(=O)n(CCC(=O)NCc2ccco2)c(=O)c2ccccc21,93,87,-9,1.1,128,-4,8,.,69
Cn1c(-c2ccc(-c3ccccc3)cc2)c[nH]c1=S,106,91,4,1.3,66,0,-2,-2,68

# Of the compounds above, two contain fluorine.
SMILES,Fibroblast inh,HUVEC prolif 384,ERa coact inh,MT1-MMP txn act,ERa coact pot,ERb SRC1 inh,Smad3 FoxH1 inh,Mac1 fbg enh,H69AR growth 86K
Cc1[nH]nc2c1C(c1ccccc1F)CC(=O)N2 (centres undefined),99,105,0,0.9,95[fluorescence artefact?],-3[fluorescence artefact?],1,.,89
COc1ccccc1CN1CC(C(=O)N2CCN(c3ccc(F)cc3)CC2)CC1=O (centres undefined),98,93,-9,1.2,117,-10,4,2,73

# (more compounds)
SMILES,Fibroblast inh,HUVEC prolif 384,ERa coact inh,MT1-MMP txn act,ERa coact pot,ERb SRC1 inh,Smad3 FoxH1 inh,Mac1 fbg enh,H69AR growth 86K
O=C(O)C1CCCN1C(=O)Nc1ccccc1 (centres undefined),97,106,-3,1.2,109[fluorescence artefact?],32,-27,0,107
CCC1CCCN1Cn1cnc2c([nH]c3ccc(OC)cc32)c1=O (centres undefined),90,83,-6,1.1,88,-6,-7,0,99
CCN(CC)C(=O)C(=O)c1cccn1-c1cccc(Cl)c1C#N,105,105,0,1.2,105,-5[fluorescence artefact?],14,-1,93
CC1CCc2nc(NC(=O)CN3CCOCC3)sc2C1 (centres undefined),98,97,-6,1.4,111,-13,8,-2,88
CCC(CC)COC(=O)C(C#N)c1nc2ccccc2nc1N1CCOCC1 (centres undefined),101,101,-3,1.1,107,-6,-2,4,88
Cc1c(NC(=O)c2cc(-c3ccco3)on2)c(=O)n(-c2ccccc2)n1C,.,99,7,1.2,102[fluorescence artefact?],10,-1,.,96
CCN(C(=O)c1cc2cccc(OC)c2oc1=O)c1ccccc1,98,93,8[fluorescence artefact?],1.2,122,8[fluorescence artefact?],-12,-5,97
CCN(Cc1nc2ccccc2c(=O)[nH]1)Cc1nc2cc(OC)c(OC)cc2c(=O)[nH]1,103,93,-7,1.1,115,4,7,.,15*
Cc1ccccc1OCCCCc1c(C)n[nH]c1C,94,83,7,.,69,3,-11,-6,90
CC(C)OC(=O)c1nnn(-c2nonc2N)c1CSc1ccccn1,98,99,1,1.1,83[fluorescence artefact?],4,6,-1,96
CN1CCN(c2nc(-c3ccncc3)nc3ccccc23)CC1,86,86,2,1,90,-8,12,-4,57
CCCc1nnc(SCC(=O)N2CCCC2)n1CC1CCCO1 (centres undefined),96,103,-3,1,134,-9,8,0,98
OC(C#CCN1CCOCC1)c1cccs1 (centres undefined),93,102,2,1.2,94,16[fluorescence artefact?],-8,-1,92
CCOC(=O)Cn1nnnc1CN(Cc1ccc(OC)cc1)Cc1cc2cc(C)ccc2[nH]c1=O,100,102,2,1.1,107,4,8[fluorescence artefact?],.,68
COc1cc(C(=O)Nc2cc(-c3ccccc3)[nH]n2)cc(OC)c1OC,83,64,5,1,92,13,10,-1,25*

# Not a retest: three of the compounds above.
SMILES,Fibroblast inh,HUVEC prolif 384,ERa coact inh,MT1-MMP txn act,ERa coact pot,ERb SRC1 inh,Smad3 FoxH1 inh,Mac1 fbg enh,H69AR growth 86K
CC(C)OC(=O)c1nnn(-c2nonc2N)c1CSc1ccccn1,98,99,1,1.1,83[fluorescence artefact?],4,6,-1,96
CN1CCN(c2nc(-c3ccncc3)nc3ccccc23)CC1,86,86,2,1,90,-8,12,-4,57
CCCc1nnc(SCC(=O)N2CCCC2)n1CC1CCCO1 (centres undefined),96,103,-3,1,134,-9,8,0,98

# (list continues)
SMILES,Fibroblast inh,HUVEC prolif 384,ERa coact inh,MT1-MMP txn act,ERa coact pot,ERb SRC1 inh,Smad3 FoxH1 inh,Mac1 fbg enh,H69AR growth 86K
N=C1C(c2nc(-c3ccc(F)cc3)cs2)=C(O)CN1CCCN1CCOCC1,95,76,-3,1.1,92,-1,13,.,87
O=C(CCCCCCCC(=O)NCC1CCCO1)NCC1CCCO1 (centres undefined),99,90,-6,1.1,106,-2,8,.,89
CCOc1cc(-c2nc(-c3cc(OC)c(OC)c(OC)c3)no2)cc(OCC)c1OCC,104,97,-7,1.4,112,2,9,.,67
COc1ccc(-c2noc(-c3cccc(Cl)c3)n2)cc1OC,116,52,.,1.4,.,.,.,.,90
C=CCN=C1SCC(=O)N1S(=O)(=O)c1ccc(C)cc1,104,100,1,1,38,-5,-4,0,99
C=CCOn1c(=O)c(-c2cccs2)[n+]([O-])c2ccccc21,96,90,15[fluorescence artefact?],1.4,81,8[fluorescence artefact?],14,0,83
COc1ccc(CN(Cc2cc3cc(C)ccc3[nH]c2=O)C(=O)N(C)C)cc1,97,100,-2,1,74,2,11,0,72
CCCCN1C2CCCC1CC(NC(=O)C1CCCCC1)C2 (centres undefined),107,112,1,1.2,114,0,-8,.,92
COc1ccc(C2C(C(=O)c3ccc(C)o3)=C(O)C(=O)N2c2cc(C)on2)cc1OC (centres undefined),106,103,-2,1.1,117,1,4,-5,98
Cc1ccc(-c2nn(-c3ccccc3)cc2C(=O)N2CCOCC2)cc1,111,87,3[fluorescence artefact?],1.1,83[fluorescence artefact?],-2,13,-3,91
O=C(CSc1nnc(Cc2cc(=O)[nH]c(=O)[nH]2)n1-c1ccc(Cl)cc1)NC1CCCC1,105,93,0,1,127,-8,-6,-1,88
CCOc1ccccc1NC(=O)C1CCCN(S(=O)(=O)c2c(C)[nH]c(=O)[nH]c2=O)C1 (centres undefined),96,95,2[fluorescence artefact?],.,94,25,-5,-3,97
CCCCNC(=O)Oc1cccc(N2CCCC2=O)c1,97,90,7,.,97,-2[fluorescence artefact?],11,-3,73
CC(=O)NCCn1c(SCc2ccc(C)cc2)nc2ccccc2c1=O,114,111,7[fluorescence artefact?],0.9,80,4[fluorescence artefact?],-12,-1,97
CCOc1ccccc1NC(=O)CSc1c(C)n[nH]c1C,103,90,-4,1,85,-16,-1,-2,93
COc1ccc(CCn2c(-c3ccco3)nc3nc4ccccc4nc32)cc1OC,100,70,2,1.1,105,2,11,-2,55
CCCCn1c(SCc2ccccn2)nc2c1c(=O)n(C)c(=O)n2C,.,99,15,1.1,80,-4,3,.,59
COc1ccc(-c2[nH]nc3oc(=O)cc(C)c23)cc1,102,91,12,0.9,96,12,-7,0,89
Cn1c(=O)c2c(n(Cc3ccccc3)c1=O)NC(=O)C2CC(=O)N1CCc2ccccc2C1 (centres undefined),92,110,-6[fluorescence artefact?],1.1,94,-2,10,-1,100
CCOC(=O)NCc1ccc2c(c1)OCO2,.,102,1,1,114,-6,3,-6,113
COc1ccc(C(=O)N2c3ccc(F)cc3CCC2C)cc1OC (centres undefined),99,90,-24,1.1,101,-20[fluorescence artefact?],10,3,84
O=C(Oc1cccc(NC(=O)c2ccco2)c1)c1cccc(S(=O)(=O)N2CCCC2)c1,114,93,-5,1.1,115,-1,-7,2,70
CCc1ccc(NC(=O)Cc2cn(C)c3ccccc23)cc1,94,91,-4,1.2,106,-14,10,0,88
Cc1cc2c(c(=O)n1CCN(C)C)C(c1ccc(Cl)cc1)C(C#N)=C(N)O2 (centres undefined),92,94,-1,1.2,115,-6,7,-5,83
COc1ccc(NC(=O)NCCN2CCN(c3cccc(Cl)c3)CC2)cc1,104,93,0,1,98,7,-4,0,87
O=C(Nc1ccccn1)c1cc2ccccc2o1,71,56,-19,.,111,-16,-5,.,48

# Compound activity deposited in PubChem by several laboratories.

# Not all compounds are listed; rates above refer to the full screens.
